Screening data from PubChem.
IMP-1 inh = IMP-1 metallo-beta-lactamase inhibitors, primary screen, biochemical, epi-absorbance readout, Pseudomonas aeruginosa enzyme | inhibition, % at 5.6 µM | purified IMP-1, nitrocefin hydrolysis, epi-absorbance fluorescence | actives 0.45% (n = 290,000) | AID 1556, 2009;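 active = inhibition above the mean plus 3 SD of all compounds in the same screening run, cut at about 4.5% in these data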;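 also: 0% = IMP-1 with DMSO and 100% = DMSO wells lacking enzyme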
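System: Purified IMP-1 | Read-out basis: Percent enzyme inhibition | Controls: IMP-1 with DMSO as 0%, enzyme-free DMSO as 100% | Replicates: One well per compound | Doses: 5.6 µM nominal single concentration | Detection: Epi-absorbance fluorescence, 480 nm excitation, 530 nm emission | Incubation: 25 °C, 15 min preincubation, 25 min reaction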
HCV NS3 hel inh = inhibitors of HCV NS3 helicase, primary screen, biochemical, Cy5 molecular beacon fluorescence. actives 0.56% (n = 290,000). Hepatitis C virus NS3 helicase. NS3 helicase DNA unwinding. inhibition, % at 10.9 µM;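 active = inhibition above the mean of all tested compounds plus 3 SD, set per campaign, cut at about 35% in these data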;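 also: 0% = DMSO wells and 100% = thioflavine S control wells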
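System: HCV NS3 helicase fragment; control set: DMSO and thioflavine S; technique: Cy5 fluorescence at 0 and 60 min, beacon hairpin quenching; reagent: beacon DNA duplex substrate plus ATP; replicates: singlicate; schedule: 1 h reaction at 25 °C, ATP-initiated; medium: MOPS buffer pH 6.5 with MgCl2, DTT, Tween20, BSA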
IDE act = human IDE activators in live cells, primary screen, fluorescence polarization, HEK cells, FAbeta-B substrate; FAbeta-B cleavage; 0% vehicle, 100% cell-free pure enzyme wells; activation, % at 5.96 µM; actives 0.073% (n = 340,000); Insulin-degrading enzyme (Homo sapiens), P14735;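 active = activation above the mean of all tested compounds plus 3 SD, set per screening campaign, cut at about 17% in these data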
UBC9 SUMO inh = inhibitors of in vitro SUMOylation cascade, primary screen, biochemical, HTRF, uHTS; SUMO-conjugating enzyme UBC9 (Homo sapiens), P63279; HTRF SUMOylation assay, SAE1/SAE2 + UBC9; inhibition, % at 35 µM; actives 0.36% (n = 290,000); AID 2006, 2009; in the data active = inhibition above about 50%, passing the limit was not always enough; also: strong numbers were not always called active
CRFBP-R2 block = antagonists of CRF-BP/CRF-R2 complex, primary screen, cell-based, HEK293, calcium dye fluorescence, uHTS | CRF-induced calcium fluorescence | inhibition, % at 11.8 µM | actives 0.59% (n = 350,000) | AID 588475, 2011;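 active = inhibition of the ligand-induced calcium signal above about 50% at the single tested concentration, limit read from the data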
p-CIP stab down = p/CIP-EGFP fusion destabilizers, primary screen, fluorescence, F442A cells | Q05BA5 | decrease of EGFP signal, % at 10 µM | actives 0.01% (n = 290,000) | 16 h;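 active = EGFP signal decrease of at least 30% at 10 µM or well 3 SD below plate mean, unless failing retest; inactive = the rest, including hits failing retest or dose response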; also: some compounds called inactive have numbers as strong as hits; many of its hits are not listed in these tables
Target sequence (Q05BA5 1-1403): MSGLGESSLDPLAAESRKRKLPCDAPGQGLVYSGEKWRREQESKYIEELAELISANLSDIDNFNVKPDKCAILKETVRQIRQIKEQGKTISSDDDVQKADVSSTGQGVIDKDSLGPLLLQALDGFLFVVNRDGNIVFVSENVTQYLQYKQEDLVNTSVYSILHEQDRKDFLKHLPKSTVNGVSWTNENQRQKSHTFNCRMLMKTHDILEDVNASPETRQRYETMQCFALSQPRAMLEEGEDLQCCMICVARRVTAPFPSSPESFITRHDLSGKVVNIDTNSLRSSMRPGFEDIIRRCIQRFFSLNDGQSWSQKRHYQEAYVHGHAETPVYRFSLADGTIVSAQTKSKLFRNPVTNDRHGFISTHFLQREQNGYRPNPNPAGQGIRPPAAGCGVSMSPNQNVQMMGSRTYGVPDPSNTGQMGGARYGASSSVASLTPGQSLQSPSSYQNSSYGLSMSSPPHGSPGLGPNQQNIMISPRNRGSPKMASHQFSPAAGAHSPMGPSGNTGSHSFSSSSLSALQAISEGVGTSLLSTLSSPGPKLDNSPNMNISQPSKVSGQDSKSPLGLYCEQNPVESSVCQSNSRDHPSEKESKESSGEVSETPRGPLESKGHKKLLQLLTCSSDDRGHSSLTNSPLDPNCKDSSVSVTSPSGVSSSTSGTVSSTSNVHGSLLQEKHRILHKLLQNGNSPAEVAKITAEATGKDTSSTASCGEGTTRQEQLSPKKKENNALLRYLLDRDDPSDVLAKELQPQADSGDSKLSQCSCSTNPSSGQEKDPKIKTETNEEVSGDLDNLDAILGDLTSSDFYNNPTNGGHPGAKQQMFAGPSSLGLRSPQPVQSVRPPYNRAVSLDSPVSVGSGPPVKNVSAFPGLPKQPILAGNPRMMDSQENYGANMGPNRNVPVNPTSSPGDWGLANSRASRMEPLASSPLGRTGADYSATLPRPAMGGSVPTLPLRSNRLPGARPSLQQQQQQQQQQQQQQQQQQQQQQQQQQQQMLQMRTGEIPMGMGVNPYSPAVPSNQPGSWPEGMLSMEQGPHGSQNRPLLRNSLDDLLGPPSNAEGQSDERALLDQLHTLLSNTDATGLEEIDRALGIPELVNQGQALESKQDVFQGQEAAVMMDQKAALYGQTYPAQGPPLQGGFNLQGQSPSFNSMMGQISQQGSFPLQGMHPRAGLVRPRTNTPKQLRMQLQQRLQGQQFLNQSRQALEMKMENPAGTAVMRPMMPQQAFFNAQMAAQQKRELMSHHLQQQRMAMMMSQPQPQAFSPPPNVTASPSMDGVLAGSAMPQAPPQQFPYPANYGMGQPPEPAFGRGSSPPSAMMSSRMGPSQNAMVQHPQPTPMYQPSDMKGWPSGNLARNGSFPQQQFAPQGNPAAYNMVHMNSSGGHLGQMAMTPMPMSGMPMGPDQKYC
GalR3 antagonist = GalR3 antagonists in HEK293 cells, primary screen, cell-based, fluorescence readout. Galanin receptor type 3 (Homo sapiens), O60755. HEK293 GalR3-CNG cAMP membrane potential fluorescence; galR3 body fused to GalR1 C-terminus. inhibition, % at 3 µM. actives 0.44% (n = 360,000). AID 651719, 2012;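 active = inhibition above the screen-wide average plus 3 SD, cut at about 13% in these data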;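 also: forskolin and galanin both at EC90 stimulate the cells; cAMP rise reported by CNG channel membrane potential dye signal; 0% = forskolin plus galanin with DMSO and 100% = forskolin alone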
IDE cell inh = human IDE inhibitors in live cells, primary screen, fluorescence polarization, HEK cells, FAbetaB substrate; Insulin-degrading enzyme (Homo sapiens), P14735; FAbetaB cleavage; inhibition, % at 5.59 µM; actives 0.41% (n = 320,000); AID 434962, 2010;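 active = percent inhibition above the average of all tested compounds plus 3 SD, set per screening campaign, cut at about 16% in these data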;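 also: IDE supplied by intact live HEK cells; FP after avidin binding of uncleaved biotin substrate so inhibition keeps polarization high; 0% = DMSO wells and 100% = 60 µM reference IDE inhibitor Ii1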
VIM-2 inhibitor = VIM-2 metallo-beta-lactamase inhibitors, primary screen, biochemical, epi-absorbance readout, Pseudomonas aeruginosa enzyme; purified VIM-2, nitrocefin hydrolysis, epi-absorbance fluorescence; AID 1527, 2009; inhibition, % at 5.6 µM; actives 0.89% (n = 290,000);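 active = inhibition above the mean of all tested compounds plus 3 SD, cutoff set per screening run, cut at about 7.5% in these data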;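 also: red hydrolysis product quenches plate fluorescence so inhibitors raise well fluorescence; 0% = enzyme with DMSO and 100% = DMSO without enzyme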
The depositor's hits bear a star; & = joins results of further samples. Rows were taken by chance; about 3.2% have a hit in one of these screens.

A first look (3 entries):
For CCn1c(C)c(C(C)=O)c(SC)nc1=S the results were IMP-1 inh -0.8, HCV NS3 hel inh -2, IDE act 0, UBC9 SUMO inh 5, CRFBP-R2 block 4, p-CIP stab down 10, GalR3 antagonist 0, IDE cell inh -9 and VIM-2 inhibitor 1.0.
`C=CC[C@@H](CC(=O)N[C@@H](CO)Cc1ccccc1)C(=O)N[C@@H](COC(=O)[C@H](CC=C)CC(=O)OC(C)(C)C)Cc1c[nH]c2ccccc12` gave IDE act 4, CRFBP-R2 block 21, GalR3 antagonist -7 and IDE cell inh 0.
`Cc1ccc(S(=O)(=O)NC(=O)N2CCCN(Cc3ccc(F)cc3)CC2)cc1` gave IMP-1 inh -2.0, HCV NS3 hel inh -2, IDE act -2, UBC9 SUMO inh 0, CRFBP-R2 block -10, p-CIP stab down -1, GalR3 antagonist -3, IDE cell inh 1 and VIM-2 inhibitor -2.3.

This part in full, from the start:
For CCn1c(C)c(C(C)=O)c(SC)nc1=S the results were IMP-1 inh -0.8, HCV NS3 hel inh -2, IDE act 0, UBC9 SUMO inh 5, CRFBP-R2 block 4, p-CIP stab down 10, GalR3 antagonist 0, IDE cell inh -9 and VIM-2 inhibitor 1.0.
`C=CC[C@@H](CC(=O)N[C@@H](CO)Cc1ccccc1)C(=O)N[C@@H](COC(=O)[C@H](CC=C)CC(=O)OC(C)(C)C)Cc1c[nH]c2ccccc12` gave IDE act 4, CRFBP-R2 block 21, GalR3 antagonist -7 and IDE cell inh 0.
`Cc1ccc(S(=O)(=O)NC(=O)N2CCCN(Cc3ccc(F)cc3)CC2)cc1` gave IMP-1 inh -2.0, HCV NS3 hel inh -2, IDE act -2, UBC9 SUMO inh 0, CRFBP-R2 block -10, p-CIP stab down -1, GalR3 antagonist -3, IDE cell inh 1 and VIM-2 inhibitor -2.3.
For CCN(Cc1ccccc1)Cc1ccc(OCc2ccccc2)c(OC)c1 the results were IMP-1 inh -2.2, HCV NS3 hel inh -26, IDE act 3, UBC9 SUMO inh -15, CRFBP-R2 block -9, p-CIP stab down 2, GalR3 antagonist -4, IDE cell inh 4 and VIM-2 inhibitor -1.8.
CC(NC(=O)NC12CC3CC(CC(C3)C1)C2)c1ccc2c(c1)OCO2 (centres undefined) was read as IMP-1 inh 0.2, HCV NS3 hel inh -8, IDE act 5, UBC9 SUMO inh 9, CRFBP-R2 block -12, p-CIP stab down -13, GalR3 antagonist -4, IDE cell inh 5 and VIM-2 inhibitor 0.2.
Screening COc1cc(C(F)(F)F)nc2c(Br)c(C(C)(C)C)nn12 returned IMP-1 inh -1.8, HCV NS3 hel inh 6, UBC9 SUMO inh 23, CRFBP-R2 block -9, p-CIP stab down 1, GalR3 antagonist -4, IDE cell inh 3 and VIM-2 inhibitor 2.2.
`O=C(NCC(c1cccnc1)N1CCOCC1)c1cccs1` (centres undefined) gave IMP-1 inh -1.0, HCV NS3 hel inh 10, IDE act 6, UBC9 SUMO inh 2, CRFBP-R2 block 0, p-CIP stab down 0, GalR3 antagonist -2, IDE cell inh 2 and VIM-2 inhibitor -1.3.
CN1C/C(=C/c2cccnc2)C(=O)/C(=C/c2cccnc2)C1 was read as IMP-1 inh -2.1, HCV NS3 hel inh -6, IDE act 6, UBC9 SUMO inh 26, CRFBP-R2 block -21, p-CIP stab down -18, GalR3 antagonist 7, IDE cell inh 1 and VIM-2 inhibitor -3.3.
Screening O=C(CN1CCc2ccccc2C1)Nc1ccccc1Cl returned IMP-1 inh -3.7, HCV NS3 hel inh -2, IDE act 3, UBC9 SUMO inh -2, CRFBP-R2 block 4, p-CIP stab down -10, GalR3 antagonist -1, IDE cell inh 4 and VIM-2 inhibitor -2.9.
For Cc1cccc(NS(=O)(=O)c2cc(C(=O)N3CCCC3)ccc2Cl)c1 the results were IMP-1 inh -1.9, HCV NS3 hel inh -12, IDE act -2, UBC9 SUMO inh 6, CRFBP-R2 block 9, p-CIP stab down -20, GalR3 antagonist -5, IDE cell inh -1 and VIM-2 inhibitor 0.9.
For CCOC(=O)c1c(-c2ccccc2)csc1N1C(=O)Nc2ccccc2N1O the results were IMP-1 inh -2.1, HCV NS3 hel inh 47*, IDE act 1, UBC9 SUMO inh 24, CRFBP-R2 block -4, p-CIP stab down -6, GalR3 antagonist -5, IDE cell inh -2 and VIM-2 inhibitor -2.1.
Screening CCc1ccc(NC(=O)CSc2nc(=O)n(CCCN3CCOCC3)c3c2CCCC3)cc1 returned IDE act 0, CRFBP-R2 block 5, GalR3 antagonist -3 and IDE cell inh 0.
For CC(C)(C)n1cnc2cc(NCc3ccc(Br)cc3)ccc21 the results were IMP-1 inh -2.3, HCV NS3 hel inh -83, IDE act 2, UBC9 SUMO inh -6, CRFBP-R2 block -30, p-CIP stab down -11, GalR3 antagonist -9, IDE cell inh 0 and VIM-2 inhibitor -2.8.
Screening CC(=O)N1CCOc2ccc(S(=O)(=O)Nc3cccc(C)c3)cc21 returned IMP-1 inh -3.2, HCV NS3 hel inh -4, IDE act -4, UBC9 SUMO inh 7, CRFBP-R2 block 2, p-CIP stab down 3, GalR3 antagonist -11, IDE cell inh 2 and VIM-2 inhibitor -2.4.
`Cc1ccc(NC(=O)C2CCCN2C(=O)Oc2ccccc2)cc1` (centres undefined) gave IMP-1 inh -1.6, HCV NS3 hel inh -2, IDE act 6, UBC9 SUMO inh 18, CRFBP-R2 block -9, p-CIP stab down -8, GalR3 antagonist -1, IDE cell inh -5 and VIM-2 inhibitor -2.9.
COc1cccc(NC(=O)C(C)C)c1 was read as IDE act 6, CRFBP-R2 block -2, GalR3 antagonist -4 and IDE cell inh 2.
Screening COc1cccc(N2CCN(c3ccc([N+](=O)[O-])cn3)CC2)c1 returned IMP-1 inh -4.6, HCV NS3 hel inh 11, IDE act -3, UBC9 SUMO inh 19, CRFBP-R2 block 4, p-CIP stab down 1, GalR3 antagonist -12, IDE cell inh 8 and VIM-2 inhibitor -3.3.
O=C(Nc1ccnn1C1CCN(C(=O)c2ccc(C(F)(F)F)cc2)CC1)C1CC1 was read as IMP-1 inh -2.8, HCV NS3 hel inh -7, IDE act -5, CRFBP-R2 block 11, p-CIP stab down -10, GalR3 antagonist 3, IDE cell inh 0 and VIM-2 inhibitor -0.1.
Screening CCOC(=O)C(C)N(c1ccccc1Cl)S(C)(=O)=O (centres undefined) returned IDE act 4, CRFBP-R2 block -4, GalR3 antagonist -3 and IDE cell inh 8.
Screening COc1ccc(C(=O)/C=C/c2cc(OC)c(O)c(OC)c2)c(F)c1 returned IMP-1 inh -0.1, HCV NS3 hel inh -5, IDE act -58, UBC9 SUMO inh 10, CRFBP-R2 block -48, p-CIP stab down -13, GalR3 antagonist 2, IDE cell inh 52* and VIM-2 inhibitor -2.5.
Cc1cc2nc3n(c2cc1C)CC1CC(C(=O)NCCc2cccs2)N(C)C31 (centres undefined) was read as IDE act 5, UBC9 SUMO inh 14, CRFBP-R2 block 0, p-CIP stab down -6, GalR3 antagonist -4 and IDE cell inh 4.
COc1cc(OC)c(NC(=O)Nc2ccc(OC)c(OC)c2)cc1Cl was read as IMP-1 inh -3.7, HCV NS3 hel inh -9, IDE act 7, UBC9 SUMO inh 11, CRFBP-R2 block 5, p-CIP stab down -8, GalR3 antagonist -1, IDE cell inh 0 and VIM-2 inhibitor -1.0.
COc1ccc(-c2csc3ncnc(N4CCN(S(=O)(=O)c5ccc(Cl)s5)CC4)c23)cc1 was read as IDE act -1, CRFBP-R2 block -11, GalR3 antagonist 0 and IDE cell inh 3.
For COc1ccc(C(C(=O)NC2CCCC2)N(C(=O)c2ccoc2C)c2cc(C)cc(C)c2)cc1 (centres undefined) the results were IMP-1 inh 0.0, HCV NS3 hel inh 8, IDE act 4, UBC9 SUMO inh -2, CRFBP-R2 block 83*, p-CIP stab down 3, GalR3 antagonist -6, IDE cell inh -4 and VIM-2 inhibitor 2.2.
Screening CC(C)CNC(=O)Nc1ccc(F)c(Cl)c1 returned IMP-1 inh -1.8, HCV NS3 hel inh 3, IDE act 3, UBC9 SUMO inh 3, CRFBP-R2 block -2, p-CIP stab down -13, GalR3 antagonist 0, IDE cell inh -1 and VIM-2 inhibitor -2.7.
CCCCN(C(=O)CSCc1ccc(C)cc1)c1c(N)n(CCC)c(=O)[nH]c1=O was read as IMP-1 inh -1.9, HCV NS3 hel inh 5, IDE act 7, UBC9 SUMO inh 4, CRFBP-R2 block -3, p-CIP stab down 0, GalR3 antagonist -2, IDE cell inh -1 and VIM-2 inhibitor -0.3.
COc1ccc(NC(=O)CN2C(=O)NC3(CCCc4ccccc43)C2=O)c(OC)c1 (centres undefined) was read as IDE act 3, CRFBP-R2 block -24, GalR3 antagonist -3 and IDE cell inh 4.
Screening Cc1ccc(-c2sc(-c3cccnc3)nc2CC(=O)O)cc1 returned IMP-1 inh 0.7, HCV NS3 hel inh 6, IDE act 1, UBC9 SUMO inh 9, CRFBP-R2 block -6, p-CIP stab down 12, GalR3 antagonist 0, IDE cell inh 3 and VIM-2 inhibitor 1.5.
CC(C)(C)c1ccc(/C=N/NC(=O)C(=O)NCCCN2CCOCC2)cc1 was read as IMP-1 inh -3.7, HCV NS3 hel inh 4, IDE act -3, UBC9 SUMO inh 12, CRFBP-R2 block -19, p-CIP stab down -11, GalR3 antagonist 0, IDE cell inh -1 and VIM-2 inhibitor -3.5.
For CCN1CCCC1CNC(=O)c1cc(S(=O)(=O)CC)c(N)cc1OC (centres undefined) the results were IMP-1 inh -1.6&-2.8, HCV NS3 hel inh -7&5, UBC9 SUMO inh 1, p-CIP stab down -12, IDE cell inh 4 and VIM-2 inhibitor -1.8&-2.3.
For CC(NC(=S)N1CCN(c2ccccc2)CC1)c1ccccc1 (centres undefined) the results were IMP-1 inh -2.6, HCV NS3 hel inh -2, IDE act -7, UBC9 SUMO inh 12, CRFBP-R2 block -7, p-CIP stab down -1, GalR3 antagonist -6, IDE cell inh -2 and VIM-2 inhibitor -3.0.
`COc1ccccc1NC1CCCCC1NS(=O)(=O)c1ccc(C)cc1` (centres undefined) gave IMP-1 inh -2.5, HCV NS3 hel inh 5, IDE act 0, UBC9 SUMO inh -27, CRFBP-R2 block 2, p-CIP stab down -8, GalR3 antagonist -7 and VIM-2 inhibitor -2.3.
